# Compound activity: PubChem BioAssay, National Center for Advancing Translational Sciences (NCATS)
# RORg inh: inhibitors of mouse ROR gamma transcriptional activity. P51450. Drosophila S2 Gal4-RORgamma UAS-luciferase reporter, 20 h. Potency, µM (top dose mostly 53.6 µM), inactives show top-dose activity change, negative = inhibition, actives largely listed as inhibitors. 310,000 tested, 5.4% active. AID 2551; note: % is set by controls: 0 for no effect and ±100 for the full control effect; nearly all actives have a fitted effect of over 60% in size
#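 A Gal4/UAS one-hybrid system in insect cells: metallothionein-promoter Gal4–ROR gamma fusion plus Photinus luciferase reporter. Copper sulfate 700 uM final, 20 hr ambient incubation, luminescent detection after 10 min with reagent.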
# MBNL1-CUG inh: MBNL1-poly(CUG) RNA binding inhibition. Q9NR56. TR-FRET MBNL1-His/biotin-(CUG)12 binding, 665/545 ratio. Potency, µM (highest dose often 57.5 µM), for the others: top-dose activity change, negative = inhibition, hits mostly inhibitors. 280,000 tested, 0.036% active. AID 2675; active = well fitted inhibition curve with a large enough effect in the signal ratio, with a control signal flat, not every such curve was filed as active; inconclusive = small, poorly fitted or top-dose-only effect, or effect the other way, or a change in a side signal; inactive = no such curve, though single readings can be large or run the other way; the % refers to the signal ratio; note: % is set by controls: 0 for no effect and ±100 for the full control effect
# Target sequence (Q9NR56 whole entry, looked up): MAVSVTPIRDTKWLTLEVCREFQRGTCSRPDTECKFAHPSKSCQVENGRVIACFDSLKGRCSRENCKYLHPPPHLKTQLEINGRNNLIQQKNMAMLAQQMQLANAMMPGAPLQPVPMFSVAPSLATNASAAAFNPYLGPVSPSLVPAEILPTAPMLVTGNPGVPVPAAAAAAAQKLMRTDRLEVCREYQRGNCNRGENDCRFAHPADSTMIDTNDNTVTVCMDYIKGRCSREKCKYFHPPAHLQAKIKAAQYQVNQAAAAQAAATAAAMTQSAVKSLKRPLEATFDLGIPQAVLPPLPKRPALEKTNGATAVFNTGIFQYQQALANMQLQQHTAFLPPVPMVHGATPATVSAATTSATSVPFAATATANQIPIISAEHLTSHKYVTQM
#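 MBNL1-His + Biotin-(CUG)12, cpd titration 92 nM–58 uM; Tb anti-His Ab 0.055 ng/ul, SA-XL665 5 nM (final); 60 min RT; ratiometric 665/545 nm, Ex 340 nm; normalized to buffer and full-complex controls.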
# FLuc counter: counter-screen for miR-21 project: firefly luciferase inhibitors or activators | 360,000 tested, 6.9% active | purified FLuc, Km substrates, luminescence inhibition | Potency, µM (series often up to 57.5 µM), for inactives: at the highest dose activity change, negative = inhibition, usual class: inhibitors | AID 588342 | P08659;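 note: plate controls were vehicle for no effect and reference inhibitor for full effect; nearly all actives have a fitted effect of over 55% in size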
# Target sequence (P08659 whole entry, looked up): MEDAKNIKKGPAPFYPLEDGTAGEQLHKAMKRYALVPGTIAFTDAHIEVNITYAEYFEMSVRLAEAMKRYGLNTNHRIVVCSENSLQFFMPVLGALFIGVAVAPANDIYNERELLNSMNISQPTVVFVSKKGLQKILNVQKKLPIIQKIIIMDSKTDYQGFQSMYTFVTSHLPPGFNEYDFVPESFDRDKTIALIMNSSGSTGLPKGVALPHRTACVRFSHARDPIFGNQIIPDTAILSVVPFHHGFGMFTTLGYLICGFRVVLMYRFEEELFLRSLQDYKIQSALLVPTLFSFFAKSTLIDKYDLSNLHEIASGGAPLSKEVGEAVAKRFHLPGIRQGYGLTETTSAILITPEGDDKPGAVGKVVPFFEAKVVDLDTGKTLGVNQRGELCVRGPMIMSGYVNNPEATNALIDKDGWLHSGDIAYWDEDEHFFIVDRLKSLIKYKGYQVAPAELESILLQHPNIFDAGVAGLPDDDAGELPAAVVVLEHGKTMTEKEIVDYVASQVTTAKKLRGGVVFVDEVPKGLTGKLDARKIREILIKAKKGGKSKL
#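 Purified P. pyralis luciferase (10nM final) with 10uM D-luciferin and 10uM ATP (Km levels) in 50mM Tris acetate pH 7.5, 10mM Mg acetate, 0.01% Tween-20, 0.05% BSA; qHTS 6-point titration, ~60 µM downward; luminescence read.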
# NPC1 promoter act: activates the NPC1 promoter; Huh7 NPC1 promoter luciferase reporter, 24 h; Potency, µM (series often up to 9.22 µM), inactives show at the top dose activation, most hits filed as activators; 320,000 tested, 2.4% active;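 note: % of control where 0% means no effect; nearly all actives have a fitted effect of over 60% in size; reporter is driven by a mutant NPC1 promoter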
#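 Stable NPC1-promoter luciferase Huh7 line; cpd (DMSO) 24 h, 37 °C, 5% CO2; Amplite luciferase reagent 10 min RT; luminescence readout. qHTS format.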
# Rab9 prom act: activators of Rab9 promoter; Huh7 Rab9 promoter-luciferase reporter, luminescence, 24 h; Potency, µM (doses to about 9.22 µM), for inactives: at the top dose activation, negative = inhibition, hits mostly activators; 320,000 tested, 2.8% active; AID 485297; note: % of control where 0% means no effect; nearly all actives have a fitted effect of over 60% in size
#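 Cells were plated at 1500 per well in reduced-serum medium with 10% FBS and left 2 h. Compound in DMSO was then added for 24 h at 37 °C. Reporter signal was read by luminescence after 10 min with luciferase detection reagent.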
# ELG1 genotoxic: genotoxicity induction in ELG1-luciferase HEK293T cells | HEK293T ELG1-luciferase reporter, luminescence, 16 h | Potency, µM (highest dose often 46 µM), for the others: at the highest dose activity change, positive = activation, hits mostly activators | 330,000 tested, 1.3% active | AID 504466; note: % of control where 0% means no effect; nearly all actives have a fitted effect of over 60% in size
#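 ELG1-luciferase HEK293T cells, 2,000/well; compound pinned in; 16 hr, 37 °C, 5% CO2; ONE-Glo, 30 min RT; luminescence on CCD imager.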
# BRCA1 expr up: activators of BRCA1 expression; Potency, µM (top dose mostly 46.1 µM), for inactives: at the top dose activation, actives largely listed as activators; 380,000 tested, 1.1% active; MCF7-BRCA1-FFLuc reporter, luminescence, 48 h; response scale: scaled: vehicle 0%, 10 µM genistein 100%; note: nearly all actives have a fitted effect of over 80% in size; some results filed as inactive show a strong effect at the top dose
#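 First, MCF7-BRCA1-FFLuc cells (2000/well) attach for 2 h; next, compounds are pin-added and incubated 48 h at 37 °C; finally, luciferase reagent is added and luminescence read after 15 min.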
# uPA generation: blocks generation of uPA at the cell surface; cell surface uPA generation assay, qHTS; 330,000 tested, 0.31% active; Potency, µM (top dose mostly 38.3 µM), without a hit: top-dose activity change, negative = inhibition, actives largely listed as inhibitors; active = well fitted inhibition curve with a large enough effect; inconclusive = small, poorly fitted or top-dose-only effect; inactive = no such curve, though single readings can be large or run the other way; tested in mouse RAW 264.7 cells; note: % is set by controls: 0 for no effect and ±100 for the full control effect; nearly all actives have a fitted effect of over 55% in size
# Gal4-VP16 FLuc: Gal4-VP16 reporter inhibition counter-screen | Potency, µM (top dose mostly 53.6 µM), for inactives: top-dose activity, negative = inhibition, hits mostly inhibitors | AID 2546 | Drosophila S2 Gal4-VP16 UAS-luciferase, luminescence, 20 h | 310,000 tested, 3.5% active;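 note: Gal4-VP16 expression switched on by copper sulfate through the metallothionein promoter; % is set by controls: 0 for no effect and ±100 for the full control effect; nearly all actives have a fitted effect of over 50% in size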
# CXXC DNA block: blocks binding of human MLL CXXC domain to DNA. 290,000 tested, 0.037% active. MLL-CXXC / FITC-HOXA9 DNA fluorescence polarization. Q03164. AID 2662. Potency, µM (titrated, usually from 115 µM), for the others: top-dose activity change, negative = inhibition, actives largely listed as inhibitors; active = well fitted inhibition curve with a large enough effect in the polarisation, with a control signal flat, not every such curve was filed as active; inconclusive = small, poorly fitted or top-dose-only effect, or effect the other way, or a change in a side signal; inactive = no such curve, though single readings can be large or run the other way; the % refers to the polarisation
#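 Purified MLL-CXXC (added from a 7 uM solution) was preincubated 5 min at ambient with pinned compounds in 50 mM Tris-HCl pH 7.5, 50 mM NaCl, 1 mM DTT, 0.05% BSA. Fluorescein-labeled HOX-A9 DNA (50 nM solution) followed, 30 min, then polarization read.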
# p53 reactivation: mutant p53 re-activation in reporter cells; Potency, µM (series often up to 92.2 µM), for the others: at the top dose activity change, positive = activation, hits mostly activators; 320,000 tested, 0.063% active; AID 504706; H1299 p53-A138V BP100-luciferase reporter, luminescence, 24 h; note: % of control where 0% means no effect; nearly all actives have a fitted effect of over 45% in size
#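 H1299 (p53-null), stable ts p53-A138V + BP100-Luc; 1000 cells/well, Opti-MEM/10% FBS; cpd 4 pt, 1:5; 24 h, 37 deg C, 5% CO2; detection reagent 10 min RT; luminescence.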
# Numbers without * were called inactive; ? = inconclusive; nt = not tested or not shown; & = joins results of further samples; [ ] = another dose, or the depositor's remark. Unless noted, calls come from the whole dose curve; as a rule, active = well fitted curve in the direction sought with a large enough effect; inconclusive = small, poorly fitted or top-dose-only effect, or another doubt; inactive = no such curve, though single readings can be large; an effect the other way counts as inactive or inconclusive. Potency is the fitted concentration of half-maximal effect. These rows are one share of the data. The share of hits here may be higher or lower than overall.
SMILES,RORg inh,MBNL1-CUG inh,FLuc counter,NPC1 promoter act,Rab9 prom act,ELG1 genotoxic,BRCA1 expr up,uPA generation,Gal4-VP16 FLuc,CXXC DNA block,p53 reactivation
C[C@@H]1CC2(CCCC[N+]2(C)C)C[C@H]1C,-16.7%,-10.5%,7.2%,-1.9%,2.1%,?,-4.3%,-2.7%,-2.2%,6.6%,-2.4%
CC1CNCCN1S(=O)(=O)c1cccc2cnccc12 (configuration not stated),-3.7%,-10.2%,8.6%&5.2%,-29.5%[46.1 µM],-34.8%[inhibitor][46.1 µM],-3.9%&-51.6%,5.8%&12.5%,?,0.0%,8.1%&-13.0%,-3.1%&-1.6%
COc1ccc(CN2CCNCC2)cc1,-1.4%,-10.6%,0.7%,-1.7%,-5.8%,-3.8%,12.0%,-1.8%,-5.0%,12.6%,16.7%
O=C1NC(=O)C(=Cc2ccc(OCC(=O)N3CCOCC3)cc2)C(=O)N1,4.1%,-20.5%,-5.4%,1.4%,4.7%,-1.7%,-15.0%,2.0%,4.0%,5.2%,6.9%
CCOc1cc2[nH]c(=S)n(CCCC(=O)N3CCC4(CC3)OCCO4)c(=O)c2cc1OCC,?,-4.8%,1.9%,3.3%,-0.9%,-3.4%,-26.2%,nt,20µM*,16.9%,-7.3%
CN(C)CCCN=Cc1c(O)n(CCc2ccccc2)c(=O)[nH]c1=O,9.8%,-1.2%,5.3%,-0.2%,-3.2%,-5.0%,-15.5%,2.8%,-2.2%,26.2%,3.1%
CCCCCc1nc2c(c(=O)c3ccccc3n2C)c(=O)n1C1CCCCCC1,-23.1%,-1.4%,3.2%,-1.4%,-6.0%,-1.2%,nt,1.0%,?,6.3%,-3.0%
O=c1c(C=NCCN2CCNCC2)c(O)n(C2CCCCC2)c(=O)n1C1CCCCC1,?,-13.1%,3.2%,-5.8%,-5.7%,0.4%,-35.4%,-11.7%,4.5%,10.9%,-11.8%
CCN(CC)C(=O)c1ccc(NC(=O)c2ccc(N3CCCC3=O)cc2)cc1,nt,nt,?,-1.1%,-7.0%,1.0%,2.3%,-9.3%,nt,nt,1.2%
CCC1C=CC=CC[C@H](C)[C@@H](O)[C@](C)(O)C(=O)[C@@H](C)[C@H](O)[C@@H](C)C(=O)[C@H](C)[C@@H](O)[C@H](C)C=CC(=O)OC2[C@@H](C)C(CC1)OC1(CC[C@@H](C)C(C[C@H](C)O)O1)[C@@H]2C (some centres not stated),nt,nt,3.8%,-27.9%,-32.9%[inhibitor],-35.9%[inhibitor],nt,nt,nt,nt,-4.2%
O=c1c2ccccc2nc(-c2ccccc2Cl)n1-c1ccc(O)cc1,9.4%,-1.3%,0.9%,-2.1%,-0.1%,-5.4%,-30.0%,-8.3%,-7.6%,12.7%,6.6%
CCC(COC(=O)NC)NC(=O)Oc1ccccc1 (configuration not stated),10.6%,5.7%,1.5%,-0.6%,4.1%,0.1%,1.7%,3.5%,1.4%,-22.1%,?
CC1=C(C(=O)Nc2ccccc2)S(=O)(=O)CCO1,3.1%,-1.4%,2.7%,-8.5%,-14.2%,-10.0%,-43.1%,-16.3%,-7.9%,-18.8%,-12.4%
CCN(CC)CCN=Cc1c(O)n(CCc2ccccc2)c(=O)[nH]c1=O,-2.9%,7.5%,0.2%,4.5%,6.9%,1.9%,10.0%,3.9%,-0.2%,18.6%,1.1%
CN(C)c1ccc(C=C2C(=O)NC(=S)NC2=O)cc1[N+](=O)[O-],2.1%,?,?,-1.9%,-3.0%,7.6%,-2.6%,4.1%,-5.4%,?,2.5%
FC(F)(F)c1ccc(NC2=NCCCS2)cc1,-6.5%,-3.8%,?,12.2%,17.6%,2.8%,82.6%,-3.8%,4.3%,46.9%[activator],13.0%
CCCc1[nH]nc2c1C1(C(=O)N(CC(N)=O)c3ccccc31)C(C(=O)OC)=C(N)O2 (configuration not stated),-2.2%,-7.5%,2.3%,1.0%,4.4%,0.1%,-7.0%,2.0%,-5.3%,10.4%,-1.9%
COC(=O)c1ccccc1N=Cc1c(O)[nH]c(=O)[nH]c1=O,1.3%,-14.6%,2.4%,19.8%,-0.4%,-2.1%,-4.6%,-7.3%,8.3%,-24.1%,-4.6%
CC(C)(O)C(=O)Nc1ccc([N+](=O)[O-])c(C(F)(F)F)c1,41.6%,nt,3.4%,0.8%,-5.0%,-4.4%,-9.6%,-10.3%,?,nt,-1.1%
O=C1NC(=O)N(CCc2ccc(F)cc2)C(=O)/C1=C/C=C/c1ccccc1,27.4%,-11.6%,-1.3%,-9.4%,-20.1%,-13.3%,10.3%,6.3%,-2.6%,20.8%,6.7%
COc1cc2c(cc1OC)C(C(=O)NCCC(C)C)C1CCCCN1C2=O (configuration not stated),-7.8%,-8.5%,-1.9%,0.7%,2.0%,-1.6%,60.1%,-1.7%,3.8%,1.3%,3.0%
CC(C)c1ccc(NC(=O)c2ccc3c(c2)C(=O)N(Cc2cccnc2)C3=O)cc1,?,25.8%,?,-4.5%,0.4%,-5.2%,-13.4%,?,17.8µM*,-0.9%,-8.6%
Cc1c2cnn(CC(=O)N3CCC4(CC3)OCCO4)c(=O)c2c(C)n1Cc1ccccc1Cl,23.4%,-8.8%,-12.2%,-2.2%,1.8%,1.9%,25.8%,1.3%,22.7%,-0.5%,18.6%
Cc1ccccc1OCCCn1cc(C(=O)C(=O)N2CCOCC2)c2ccccc21,34.3%,-15.7%,?,-2.7%,1.1%,-5.7%,-7.6%,7.5%,-10.8%,-6.1%,-3.4%
O=C(Nc1cccc(Cl)c1)c1c(O)c2c(n(Cc3ccccc3)c1=O)CCCC2,-22.3%,-10.9%,1.6%,-4.3%,-1.7%,0.9%,nt,nt,-0.3%,10.1%,12.5%
Cc1[nH]c2ccc(OC(F)(F)F)cc2c1CCNCc1cccc([N+](=O)[O-])c1,-28.0%,12.8%,-1.6%,-3.8%,-4.3%,-9.2%,-81.9%,-0.9%,-2.5%,4.0%,-7.9%
OCC#CC[N+]1(CC#Cc2ccccc2)CCCC1,7.7%,-1.7%,0.2%,-0.5%,-1.2%,-6.4%,0.0%,10.8%,1.1%,5.5%,4.2%
CCOC(=O)C1=C(N)OC2=C(C(=O)CCC2)C12C(=O)N(CC(N)=O)c1ccccc12 (configuration not stated),-3.0%,-8.4%,3.4%,-1.4%,-0.2%,1.8%,-6.2%,-2.0%,1.2%,-22.8%,5.1%
Cc1cc(C=C2C(=O)NC(=S)NC2=O)c(C)n1-c1ccc2c(c1)OCO2,?,-5.0%,3.38µM*,3.4%,-2.7%,-4.4%,nt,-9.7%,?,?,-22.3%
COc1ccc2o/c(=N\O)c(C(=O)Nc3ccc(C)cc3)cc2c1,-12.2%,11.0%,?,-1.4%,0.0%,?,-3.5%,-4.3%,-5.7%,-1.5%,2.5%
CN(C)CCN(CC1CCCN(Cc2ccccc2F)C1)C(=O)Cc1ccc(F)c(F)c1 (configuration not stated),-3.6%,0.7%,-0.3%,-0.3%,1.5%,-2.0%,-16.5%,-27.2%,-9.3%,-7.0%,-5.9%
COc1ccc(OC)c(-n2c(O)c(/C=C3\C=Nc4ccccc43)c(=O)[nH]c2=O)c1,25.3%,8.9%,?,-2.0%,0.3%,3.7%,-16.4%,1.8%,-14.9%,4.7%,-5.6%
Cn1c(NN=O)nc2ccccc21,0.0355µM*,14.7%,23.9µM*,-12.7%,-44.3%[inhibitor],?,-40.3%,0.1%,?,-22.8%,?
BrCC(Br)C1CCC(Br)C(Br)C1 (configuration not stated),-17.4%,nt,-1.1%,-0.8%,-1.3%,-0.3%,7.9%,1.8%,1.9%,nt,-3.6%
c1ccc(CN2CCN(Cc3ccc4c(c3)OCCO4)CC2)cc1,0.0%,-2.0%,2.3%,-4.2%,2.6%,-0.8%,-3.3%,-11.2%,-2.1%,12.8%,?
Nc1c(C(=O)NCC2CCCO2)c2nc3ccccc3nc2n1Cc1ccco1 (configuration not stated),1.1%,11.5%,-12.7%,5.0%,-2.5%,-7.0%,-35.9%,2.1%,?,-14.3%,4.0%
c1ccc(-c2[nH]c[n+](CC3CO3)c2-c2ccccc2)cc1 (configuration not stated),-1.4%,10.7%,4.6%,0.1%,-4.6%,2.5%,nt,nt,-1.0%,49.9%[activator],-4.1%
